Source: PubChem (several laboratories)
BoNT A protease = BoNT/A light chain protease inhibitors, primary screen, biochemical, flow cytometry, MLPCN library; multiplex microsphere protease substrate cleavage; Botulinum neurotoxin type A light chain protease (Clostridium botulinum A str. ATCC 3502); actives 0.17% (n = 360,000); inhibition, % at 10 µM; also: plate controls were buffer without enzyme for full effect and enzyme alone for no effect
GDH-TPI counter = GDH-TPI coupling enzyme inhibitors, primary screen, artefact control for M. tuberculosis FBA inhibitor project, biochemical, absorbance, full deck; AID 588335, 2011; GDH-TPI coupled enzyme counterscreen, NADH absorbance; inhibition, % at 4.8 µM; actives 1.2% (n = 360,000); in the data active = inhibition above about 30%;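 also: 0% = DMSO wells and 100% = wells lacking the enzyme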
UGM FP inh = M. tuberculosis UGM enzyme inhibitors, primary screen, biochemical, fluorescence polarization, single point; AID 504406, 2011; inhibition, % at 10 µM; purified UGM, fluorescence polarization probe displacement; actives 0.06% (n = 320,000); UDP-galactopyranose mutase (Mycobacterium tuberculosis (strain ATCC 25618 / H37Rv)), …; in the data active = inhibition above about 10%, passing the limit was not always enough; inconclusive = no clear call, values can overlap the other calls
Target sequence (P9WIQ1 whole entry, looked up): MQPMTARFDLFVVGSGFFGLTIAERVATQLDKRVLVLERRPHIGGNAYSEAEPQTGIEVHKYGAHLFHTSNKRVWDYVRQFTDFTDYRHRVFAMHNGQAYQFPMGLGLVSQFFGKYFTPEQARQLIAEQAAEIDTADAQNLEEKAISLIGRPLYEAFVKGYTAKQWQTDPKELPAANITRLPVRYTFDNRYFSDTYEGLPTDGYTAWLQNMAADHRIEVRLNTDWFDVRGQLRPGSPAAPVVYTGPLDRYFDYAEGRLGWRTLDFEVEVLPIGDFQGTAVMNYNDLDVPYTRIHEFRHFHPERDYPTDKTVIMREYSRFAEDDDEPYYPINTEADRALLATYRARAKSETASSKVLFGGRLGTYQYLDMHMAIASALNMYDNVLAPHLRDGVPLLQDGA
Anthrax LF inh2 = Bacillus anthracis LF protease inhibitors, primary screen, biochemical, multiplex microsphere, MLPCN library | inhibition, % at 10 µM | multiplex microsphere protease cleavage assay | actives 0.12% (n = 360,000); also: plate controls were buffer without enzyme for full effect and enzyme alone for no effect
PfHsp40 yeast = rescue of yeast from PfHsp40 toxicity, primary screen, S. cerevisiae, ATP luminescence; S. cerevisiae expressing PfHsp40, growth rescue; growth rescue, % at 12.5 µM; actives 0.68% (n = 340,000); AID 504582, 2011; in the data active = growth rescue above about 28%, passing the limit was not always enough; inconclusive = no clear call, values can overlap the other calls;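 also: yeast W303a lacking pdr1 and pdr3 grown in galactose medium; growth measured after three days at 30 °C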
Mtb BioA inh = M. tuberculosis BioA enzyme inhibitors, primary screen, biochemical, plate reader, single point, HTS. 7,8-diaminopelargonic acid synthase BioA (Mycobacterium tuberculosis). purified M. tuberculosis BioA enzyme. inhibition, % at 9.99 µM. actives 0.096% (n = 360,000). AID 602481, 2012; in the data active = inhibition above about 40%; inconclusive = no clear call, values can overlap the other calls
FadD28 binding = inhibitors of FadD28 bisubstrate probe binding, primary screen, biochemical, fluorescence polarization, single point; inhibition, % at 12.5 µM; Mycobacterium tuberculosis FadD28 fatty-acid-AMP ligase; actives 0.22% (n = 360,000); in the data active = inhibition above about 8.5%, passing the limit was not always enough; inconclusive = no clear call, values can overlap the other calls
FBA Mtb inh = Mtb FBA enzyme inhibitors, primary screen, biochemical, fluorescence, strain H37Rv; Fructose-bisphosphate aldolase (Mycobacterium tuberculosis (strain ATCC 25618 / H37Rv)), …; purified M. tuberculosis FBA, fluorescence read-out; actives 2.3% (n = 360,000); inhibition, % at 1 µM; in the data active = inhibition above about 27%;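 also: 0% = vehicle and 100% = reference inhibitor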
Target sequence (P9WQA3 whole entry, looked up): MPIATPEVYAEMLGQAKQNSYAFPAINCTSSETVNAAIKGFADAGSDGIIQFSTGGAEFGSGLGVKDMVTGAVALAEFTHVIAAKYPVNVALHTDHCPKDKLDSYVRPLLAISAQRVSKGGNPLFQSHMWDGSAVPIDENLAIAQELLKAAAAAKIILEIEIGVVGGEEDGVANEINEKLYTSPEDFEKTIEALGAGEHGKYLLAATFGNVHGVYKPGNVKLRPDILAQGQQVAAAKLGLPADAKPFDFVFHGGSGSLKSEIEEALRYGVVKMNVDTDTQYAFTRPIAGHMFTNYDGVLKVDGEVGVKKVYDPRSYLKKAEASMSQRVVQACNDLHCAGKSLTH
BoNT F protease = BoNT/F light chain protease inhibitors, primary screen, biochemical, flow cytometry, MLPCN library; Multiplex microsphere protease cleavage assay; inhibition, % at 10 µM; Botulinum neurotoxin type F light chain protease (Clostridium botulinum); actives 0.22% (n = 360,000); in the data active = inhibition above about 35%, passing the limit was not always enough; inconclusive = no clear call, values can overlap the other calls; also: plate controls were buffer without enzyme for full effect and enzyme alone for no effect
Numbers without * were called inactive; ? = inconclusive; . = not tested or not shown; & = joins results of further samples. Rule as the data show it, unless noted: active = inhibition above about 30%; inconclusive = no clear call, values can overlap the other calls; inactive = below that. Hits appear at their usual frequency (roughly 4.7% active in at least one column).

SMILES	BoNT A protease	GDH-TPI counter	UGM FP inh	Anthrax LF inh2	PfHsp40 yeast	Mtb BioA inh	FadD28 binding	FBA Mtb inh	BoNT F protease
N[C@@H](Cc1c[nH]c2ccccc12)c1nnc(SCc2ccccc2)o1	0.1	0.6	0.3	-2.6	0.4	7.1	-2.3	-0.7	-14.4
Cc1c(C(=O)N2CCCCC2)sc(NC(=O)C23CC4CC(CC(C4)C2)C3)c1C#N	-0.5	1.9	2.4	-1.3	1.0	-2.8	0.2	1.2	5.8
CC(=O)Oc1ccc(NC(=O)CSc2ccccc2)cc1	-0.2	-5.4	0.9	0.7	0.6	-1.8	-0.1	0.2	-2.3
Cc1cccc(C)c1NC(=O)COC(=O)C1CC1	0.0	5.6	2.6	1.8	-0.1	-0.8	-4.2	-0.4	-2.1
CCN1CCCC1CNC(=S)Nc1ccc(C(C)=O)cc1 (configuration not stated)	1.7	8.1	0.6	-2.4	-0.1	.	-7.1	-1.6	-18.3
O=C1/C(=C/c2cccnc2)N2CCC1CC2	.	-3.9	0.2	.	-0.3	.	-1.0	-1.3	.
Cc1ccc(C(=O)NC(N(C)C)C(Cl)(Cl)Cl)cc1 (configuration not stated)	0.3	5.8	-0.4	0.5	1.3	.	-0.2	4.7	0.2
O=C(O)c1ccc(S(=O)(=O)c2ccc([N+](=O)[O-])cc2[N+](=O)[O-])cc1	0.8	7.6	-0.9	-3.0	-2.0	0.9	-1.1	1.9	6.0
CCS(=O)(=O)c1ccc2oc(SCC(=O)NCCc3ccc(F)cc3)nc2c1	0.2	1.9	-0.5	-3.0	1.4	.	-2.6	2.6	0.8
O=[N+]([O-])c1ccc(/C=N/n2c(CO)nc3ccccc32)s1	-0.1	10.8	0.6	-0.2	-0.8	-1.5	-1.3	-2.7	-3.2
O=c1c2sccc2[nH]c(=S)n1Cc1ccccc1	-1.2	19.2	0.0	-1.4	-1.0	.	-4.4	-2.0	-24.4
COc1ccc(C)cc1S(=O)(=O)N1CCN(S(=O)(=O)c2cc(C)ccc2OC)CC1	0.2	-4.3	-0.8	0.0	-1.3	.	-5.0	-0.3	0.3
O=C(COc1cccc(Cl)c1)Nc1ccccc1N1CCCCC1	2.6	-1.4	.	-0.5	-0.3	-2.9	-3.5	-1.1	-1.2
Cc1nc2nc(C)c(CCC(=O)NCCCN3CCN(c4cccc(Cl)c4)CC3)c(C)n2n1	2.4&-0.7	5.2&-1.0	0.9&1.3	-0.3&-5.7	-0.4&0.7	-1.1	-1.0&-3.4	-3.7&-0.9	-22.4&-11.7
O=S(=O)(c1ccccc1)c1nc(-c2ccccc2F)oc1NCc1cccnc1	-1.0	6.2	-2.2	-1.1	-0.3	.	-2.0	-0.3	-4.3
COc1cccc(NC(=O)C(NCC2CCCCC2)c2ccccc2)c1 (configuration not stated)	0.4	10.6	0.4	1.5	-1.1	-0.2	-2.3	-4.1	1.6
O=C(c1ccccc1)c1ccc(OCC(O)CN2CCCC2)cc1 (configuration not stated)	0.7	2.5	-1.0	6.5	-0.2	-1.4	-0.8	-0.5	3.6
Cc1cccc(NC(=O)COc2ccc(/C=C\c3[nH]c(=O)[nH]c(=O)c3[N+](=O)[O-])cc2)c1	-0.5	20.2	1.4	0.4	2.0	.	-3.1	-2.8	-1.0
COc1ccc(CCNC(=O)COC(=O)CSc2ccc(C(N)=O)cc2[N+](=O)[O-])cc1OC	-0.6	22.8	.	-3.9	-0.3	-0.9	0.2	4.2	8.2
O=C(CN1CCN(c2ccccc2O)CC1)Nc1cccnc1Cl	0.0	-0.6	-1.0	3.4	-1.6	2.1	-1.1	-1.8	0.1
S=C(Nc1ccc2c(c1)OCO2)NC1CCN(Cc2ccccc2)CC1	-0.2	2.4	0.3	-0.5	-0.8	0.5	-2.7	-1.2	-2.8
Cc1ccc(N/C=C(\C#N)S(=O)(=O)c2ccccc2)cc1	-0.8	3.2	1.0	-4.7	0.2	-1.1	-0.6	-0.3	-4.7
CCCn1c(=O)c(C(=O)NCCc2ccccc2)c(O)c2ccccc21	0.4	9.4	-0.5	3.7	-1.0	-2.4	0.2	1.3	10.6
COc1ccc(-c2cc(C(=O)Nc3ccc(Br)cc3)no2)cc1	-1.3	6.0	3.5	-0.9	-0.9	-2.4	-1.6	-0.3	5.2
O=C(c1cn(-c2ccccc2)nc1-c1cccs1)N(CCO)Cc1ccccc1	0.1	4.4	-4.7	0.4	-1.9	1.9	-1.4	-2.3	6.6
Cc1ccc(-n2nnnc2SCC(=O)N2CCNC2=O)cc1C	1.3	1.4	-0.5	-0.8	-1.0	-0.4	.	5.6	5.8
COCC(=O)N1CCC(n2nnc3cc(F)ccc32)CC1	-0.5	-8.0	0.6	2.8	-0.2	-0.4	-2.0	-5.3	1.4
Cc1ccc(C(=O)O/N=C2\CCSc3ccc(C)cc32)cc1	?	-8.9	1.2	-5.2	0.6	-0.9	-3.0	-4.3	0.5
O=C(NCc1cccnc1)c1ccc(-c2ccc(Cl)cc2)o1	0.9	1.9	-0.9	-3.8	0.3	.	-2.0	28.6*	1.3
O=C1C(Cl)=C(N2CCCCC2)C(=O)N1c1ccccc1Cl	5.0	6.0	-0.2	2.0	0.3	-4.2	0.1	1.8	7.0
CC(=O)SCCC(=O)N1C(C)CCCC1C(=O)O (configuration not stated)	0.1	7.5	-1.5	-0.9	0.5	1.2	-1.4	-2.1	-6.9
CC(C)(C)c1ccc(C(=O)O/N=C(\N)c2ccccc2)cc1	3.2	-2.5	-5.6	2.0	0.0	-0.7	-0.2	0.0	15.7
CCOC(=O)c1c(O)c(O)c(C(=O)OCC)n1-c1ccccc1	-0.1	7.2	4.6	-3.6	1.5	.	-1.3	0.1	1.6
Cc1cc(NC(=O)COC(=O)c2ccccc2O)no1	-2.6	1.8	-1.5	-0.2	-0.7	0.4	.	-0.1	-5.6
COc1ccc(NC(=O)c2cc3c(-c4ccc(OC)c(OC)c4)nn(C)c3s2)cc1OC	-0.3	38.0*	2.0	-4.8	7.8	1.2	25.5*	2.1	-13.7
CC(=O)c1ccc(OCc2cc(C(=O)N3CCN4CCCC4C3)no2)cc1 (configuration not stated)	0.6	-9.3	1.3	-1.6	0.0	-0.3	-3.2	2.2	-0.3
Cc1ccccc1C(=O)Nc1ccc2c(c1)OCCO2	1.3	-1.9	0.6	11.3	1.8	-0.7	0.0	0.4	?
O=[N+]([O-])c1cc(F)c(N2CCCCC2)cc1N1CCOCC1	0.3	2.9	-0.1	-3.9	-0.1	3.7	-2.7	-8.4	-5.3
O=C(N/N=C/c1ccc(OC(F)F)cc1)c1ccc(CSc2nc3ccccc3[nH]2)cc1	0.0	6.0	-1.0	-1.2	-1.3	.	-5.2	-8.0	-6.7
O=C(Nc1ccccc1)c1nc[nH]c1C(=O)NCCCNC(=O)c1[nH]cnc1C(=O)Nc1ccccc1	-0.8	3.2	-4.4	-2.0	-1.5	-0.1	-0.9	-1.1	0.1
CCC(=O)N1CCc2cc(S(=O)(=O)NCCC(=O)N3CCN(c4ccccn4)CC3)ccc21	.	9.1	1.3	.	0.8	0.0	-2.4	6.5	.
C=CCn1c(O)c(C=Nc2ccc(N(CC)CC)cc2)c(=O)[nH]c1=O	-1.6	17.5	1.9	-5.8	0.1	.	-2.3	-2.9	-10.0
Cc1ccc(CNC(=O)CS(=O)(=O)Cc2nc(-c3ccc(C)cc3)oc2C)cc1	-4.4	5.1	4.9	2.6	1.2	-1.1	-2.0	-9.0	-17.2
Cc1ccc(OC(=O)N(C)C[C@H]2OCc3cn(nn3)CCCC(=O)N([C@H](C)CO)C[C@@H]2C)cc1	-0.1	3.1	.	-3.0	.	1.5&1.1	0.0	-1.0	1.3
O=S(=O)(Nc1ncccn1)c1ccc(NC(=S)Nc2ccccc2)cc1	-0.8	3.4	-0.4	0.3	-2.4	0.3	-1.7	0.0	-10.4

Random excerpt: 2 entries already listed.
SMILES	BoNT A protease	GDH-TPI counter	UGM FP inh	Anthrax LF inh2	PfHsp40 yeast	Mtb BioA inh	FadD28 binding	FBA Mtb inh	BoNT F protease
CC(C)(C)c1ccc(C(=O)O/N=C(\N)c2ccccc2)cc1	3.2	-2.5	-5.6	2.0	0.0	-0.7	-0.2	0.0	15.7
Cc1cc(NC(=O)COC(=O)c2ccccc2O)no1	-2.6	1.8	-1.5	-0.2	-0.7	0.4	.	-0.1	-5.6

The list goes on:
SMILES	BoNT A protease	GDH-TPI counter	UGM FP inh	Anthrax LF inh2	PfHsp40 yeast	Mtb BioA inh	FadD28 binding	FBA Mtb inh	BoNT F protease
CCC(C)[C@H](NC(=O)NCCCOC(C)C)C(=O)OC (some centres not stated)	-3.9	12.9	-0.3	-22.8	-1.0	-1.0	-0.9	1.1	?
CC(=O)NC1=NN(C(C)=O)C(C)(c2ccc(C)o2)S1 (configuration not stated)	0.0	-6.2	2.7	10.9	-1.3	.	-0.2	0.9	-3.2
COC(=O)c1[nH]c2cc(OC)ccc2c1NC(=O)c1c(F)cccc1F	?	4.2	1.3	1.5	-0.7	.	-3.0	-0.2	?
O=C(Nc1ccccc1F)c1cc(S(=O)(=O)N2CCCCC2)cs1	0.9	-3.8	2.4	0.0	-0.2	0.5	0.1	2.3	0.6
C=CCn1c(COc2ccccc2)nnc1SC(C)C(=O)N/N=C/c1cc(Cl)ccc1O (configuration not stated)	-0.4	5.4	0.1	-2.3	-0.4	-0.8	-8.0	11.4	-13.2
CCCNC(=O)Cn1c2ccccc2c2nc(=O)cc(C)n21	-0.2	6.6	1.6	-9.7	1.4	-1.1	-0.8	1.5	-4.8
O=C(CN1C(=O)NC2(CCCCCC2)C1=O)NC1CC1	-0.4	5.7	0.5	-0.1	-0.5	-2.6	-1.5	0.0	-5.5
COC(=O)/C(=C/c1c[nH]c2ccccc12)NC(C)=O	-0.2	18.9	1.7	0.0	-0.3	.	-2.5	-0.7	0.2
C=CCN(C(=O)CCC(=O)O)C1CC(=O)N(c2ccc(OC)cc2)C1=O (configuration not stated)	-0.4	5.7	-0.4	-0.7	0.6	-1.2	-1.7	5.7	5.3
N#Cc1c(/N=C/c2c(O)n(Cc3ccco3)c(=O)[nH]c2=O)sc2c1CCCC2	0.6	7.9	1.3	-8.2	-0.6	6.8	6.9	2.1	-10.6
C[C@H]1CCC[C@]2(O[C@@H](CCO)C[C@@H](O)[C@@H]2O)O1	0.4	2.6	0.3	-2.0	-0.7	0.1	-0.7	5.2	1.6
O=C1OCCC1Sc1nc2cc(Cl)ccc2n1Cc1ccccc1 (configuration not stated)	0.2	-2.6	0.2	2.2	-0.9	.	-7.3	-0.3	-7.6
CCc1cccc2c(C(=O)CN3C(=O)N(C)C4(CCCCC4)C3=O)c[nH]c12	-0.1	10.7	4.0	-4.2	1.7	1.3	?	0.6	-5.5
Cc1nn(CC(O)c2ccccc2)c(C)c1Br (configuration not stated)	-1.5	-12.7	0.8	-0.4	-0.4	1.0	-4.1	-1.3	-0.4

3 compounds out of the list, arranged by molecular weight, high to low:
SMILES	BoNT A protease	GDH-TPI counter	UGM FP inh	Anthrax LF inh2	PfHsp40 yeast	Mtb BioA inh	FadD28 binding	FBA Mtb inh	BoNT F protease
O=C(Nc1ccccc1F)c1cc(S(=O)(=O)N2CCCCC2)cs1	0.9	-3.8	2.4	0.0	-0.2	0.5	0.1	2.3	0.6
COC(=O)/C(=C/c1c[nH]c2ccccc12)NC(C)=O	-0.2	18.9	1.7	0.0	-0.3	.	-2.5	-0.7	0.2
C[C@H]1CCC[C@]2(O[C@@H](CCO)C[C@@H](O)[C@@H]2O)O1	0.4	2.6	0.3	-2.0	-0.7	0.1	-0.7	5.2	1.6
